High-throughput results: PubChem, National Center for Advancing Translational Sciences (NCATS)
TrxR1 inh: inhibitors of rat thioredoxin reductase 1. O89049. actives 1% (n = 390,000). AID 588453. recombinant rTrxR1, NADPH fluorescence consumption, selenite substrate. Potency, µM (doses to about 114 µM), without a hit: at the top dose activity change, negative = inhibition, hits mostly inhibitors; further: potency means the concentration at half of the fitted maximal effect; on the % scale 0 is the no-effect control and ±100 the full control effect; nearly all actives have a fitted effect of over 65% in size
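Rat TrxR1 (90 nM in the dispensed reagent) was pre-reduced with 400 uM NADPH for 5 min at room temperature, then incubated with compound for 15 min. After 400 uM selenite was added, NADPH fluorescence (Ex 340/Em 450 nm) was followed for 8 min.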
TRHR agonist: activates the human TRH receptor; actives 0.18% (n = 360,000); activation, % at 2 µM; P34981; TRHR cells, calcium flux fluo-8, FDSS agonist mode; in the data active means activation above about 30%; further: 0% is about no effect
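Steps: seed TRHR cells overnight; add fluo-8 no-wash Ca dye, RT 30 min–1.5 h; record 10 s baseline; pin-transfer compounds; monitor fluorescence 1 cycle/s for the agonist window. Calcium increases flag candidate agonists.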
Pin1 inhibitor: human Pin1 inhibition | Q13526 | Pin1 FP peptide displacement, HiFluor488, 10 min | Potency, µM (titrated, usually from 115 µM), without a hit: top-dose activity, negative = inhibition, most hits filed as inhibitors | actives 0.009% (n = 390,000) | AID 504891; active means well fitted inhibition curve with a large enough effect in the polarisation, with a control signal flat, not every such curve was filed as active; inconclusive means small, poorly fitted or top-dose-only effect, or effect the other way, or a change in a side signal; inactive means no such curve, though single readings can be large or run the other way; the % refers to the polarisation; further: potency means the concentration at half of the fitted maximal effect; on the % scale 0 is the no-effect control and ±100 the full control effect
Target sequence (Q13526 whole entry, looked up): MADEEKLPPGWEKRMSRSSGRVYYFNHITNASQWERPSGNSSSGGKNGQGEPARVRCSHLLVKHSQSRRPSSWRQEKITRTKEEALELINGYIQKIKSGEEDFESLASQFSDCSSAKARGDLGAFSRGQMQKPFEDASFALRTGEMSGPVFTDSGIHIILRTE
USP1 inh: blocks the human USP1/UAF1 deubiquitinase complex. O94782. recombinant USP1/UAF1, Ub-Rhodamine cleavage fluorescence. Potency, µM (highest dose often 57.1 µM), without a hit: top-dose activity change, negative = inhibition, actives largely listed as inhibitors. actives 0.23% (n = 390,000). AID 743255; further: potency means the concentration at half of the fitted maximal effect; on the % scale 0 is the no-effect control and ±100 the full control effect; nearly all actives have a fitted effect of over 60% in size; inactives centre near -12
Target sequence (O94782 whole entry, looked up): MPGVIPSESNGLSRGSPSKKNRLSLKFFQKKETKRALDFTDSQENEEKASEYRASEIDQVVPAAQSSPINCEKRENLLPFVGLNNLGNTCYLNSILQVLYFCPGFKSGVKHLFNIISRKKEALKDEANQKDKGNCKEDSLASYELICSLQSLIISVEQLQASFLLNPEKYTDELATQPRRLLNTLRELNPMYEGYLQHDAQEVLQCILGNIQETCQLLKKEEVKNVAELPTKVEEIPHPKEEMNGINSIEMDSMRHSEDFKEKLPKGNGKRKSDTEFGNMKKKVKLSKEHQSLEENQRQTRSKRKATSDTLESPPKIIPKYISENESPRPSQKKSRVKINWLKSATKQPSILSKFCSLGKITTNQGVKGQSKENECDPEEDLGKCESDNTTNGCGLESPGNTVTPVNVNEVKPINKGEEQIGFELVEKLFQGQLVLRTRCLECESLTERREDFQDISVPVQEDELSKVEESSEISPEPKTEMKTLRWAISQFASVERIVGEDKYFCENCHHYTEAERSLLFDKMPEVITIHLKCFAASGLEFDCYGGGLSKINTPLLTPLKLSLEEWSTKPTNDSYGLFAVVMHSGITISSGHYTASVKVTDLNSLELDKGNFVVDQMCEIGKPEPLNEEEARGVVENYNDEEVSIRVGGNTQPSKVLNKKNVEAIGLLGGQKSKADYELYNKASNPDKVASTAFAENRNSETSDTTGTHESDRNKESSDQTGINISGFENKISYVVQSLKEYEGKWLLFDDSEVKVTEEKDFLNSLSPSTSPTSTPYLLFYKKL
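In this screen, compounds sit with the deubiquitinase complex (1nM) for 15 min at room temperature before Ub-Rho is added at 150nM final. Fluorescence rise is then followed for 6 reads every 60 seconds.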
D2 antag: antagonists of human D2 dopamine receptor; P14416; HEK293 TREx D2 cells, calcium flux, dopamine EC80; inhibition, % at 10 µM; actives 2% (n = 340,000); AID 485344; in the data active means inhibition above about 30%; further: 0% is about no effect
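Tetracycline-induced HEK293 T-REx cells expressing D2 force-coupled to calcium signalling were dye-loaded, exposed to compound for 180 s, then challenged with an EC80 of dopamine; calcium flux was followed kinetically for a further 180 s.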
TrxR1 substrate: rat thioredoxin reductase 1 substrate activity; AID 588456; purified TrxR1 substrate turnover, NADPH consumption readout; Potency, µM (series often up to 114 µM), without a hit: top-dose activity change, negative = substrate turnover; actives 0.01% (n = 390,000); further: potency means the concentration at half of the fitted maximal effect; on the % scale 0 is the no-effect control and ±100 the full control effect; nearly all actives have a fitted effect of over 50% in size
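Rat TrxR1, dispensed at 90 nM, was prereduced with 400 uM NADPH (final) for 5 min at ~22 deg C, then incubated with compound 15 min before 400 uM selenite. A first-read NADPH fluorescence drop versus no-compound background flagged substrates.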
IDH1 R132H inh: inhibitors of human mutant IDH1 R132H; actives 0.093% (n = 390,000); O75874; Potency, µM (doses to about 76.6 µM), for inactives: top-dose activity change, negative = inhibition, usual class: inhibitors; AID 602179; IDH1-R132H enzyme, NADPH consumption, diaphorase/resazurin fluorescence; further: potency means the concentration at half of the fitted maximal effect; on the % scale 0 is the no-effect control and ±100 the full control effect; nearly all actives have a fitted effect of over 65% in size
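IDH1-R132H (0.5 ug/mL) preincubated 30 min with compound, then NADPH (0.016 mM) and alpha-KG (2 mM) added; 80 min at RT, pH 7.5. Remaining NADPH coupled via diaphorase/resazurin to fluorescence (540/590 nm); concentration-response curves normalized to no-enzyme control.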
TRHR PAM: TRH receptor (human) allosteric enhancement | AID 493056 | actives 0.66% (n = 360,000) | TRHR cells, fluo-8 calcium fluorescence, EC20 TRH enhancement | enhancement, % at 2 µM | P34981; in the data active means enhancement above about 30%; further: 0% is about no effect
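Enhancer read-out: after compound pinning and an initial kinetic agonist-mode read, an EC20 of TRH (10 nM final) was injected and fluo-8 calcium signal (Ex 480/Em 530) followed at 1 s/cycle for 100 cycles in TRHR-expressing cells.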
D2 ag: D2 dopamine receptor (human) agonism | P14416 | actives 0.53% (n = 340,000) | HEK293 T-REx D2 cells, calcium flux agonist mode | activation, % at 2 µM;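 active means activation over 3 SD above normal in the single-dose calcium agonist read, cut at about 30% in these data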; further: 0% is about no effect
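In this primary screen, compounds producing a positive calcium signal within 180 s of addition to tetracycline-induced, force-coupled HEK293 Trex D2 cells are flagged; cells are dye-loaded with a no-wash calcium kit beforehand.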
* hit, by the source's call; ? = inconclusive; . = not tested or not shown; & = joins results of further samples; [ ] = another dose, or the depositor's remark. Unless noted, the call rests on the fitted dose curve; in most records, active means well fitted inhibition curve with a large enough effect; inconclusive means small, poorly fitted or top-dose-only effect; inactive means no such curve, though single readings can be large or run the other way.

Every second line gives: TrxR1 inh | TRHR agonist | Pin1 inhibitor | USP1 inh | D2 antag | TrxR1 substrate | IDH1 R132H inh | TRHR PAM | D2 ag
- CCC(C)NC(=O)CNS(=O)(=O)c1ccc(C)cc1 (stereo unspecified)
  19%[57.1 µM] | -1.0 | -9% | -16% | -3 | 15%[57.1 µM] | 2% | 1 | 0.7
- Cc1cccc(S(=O)(=O)c2cn(Cc3ccccc3)c3cc(N4CCCCC4)c(F)cc3c2=O)c1
  1% | 0.4 | -1% | -5% | . | 8% | 19% | 3 | 0.8
- O=C(Nc1ccnn1C1CCN(C(=O)c2ccc(Cl)c(F)c2)CC1)C1CCOC1 (stereo unspecified)
  8% | 1.1 | 10% | -15% | 6 | 4% | -1% | 3 | 0.6
- O=C(N=Nc1c(O)n(Cc2ccccc2)c2ccccc12)c1ccc(O)cc1
  -10% | -1.5 | 1% | -13% | -3 | -8% | 5% | 4 | 0.4
- C=CCNC(=O)COC(=O)COc1ccc(Cl)cc1C
  8% | -0.3 | 2% | -6% | -12 | -2% | -2% | -3 | 1.1
- COc1ccc(Cn2ccnc2SCC(=O)Nc2ccccc2)cc1
  9% | -0.1 | -11% | -18% | -9 | -2% | 0% | 0 | -1.4
- CC(C)c1c(C(=O)N/N=C/C2CC=CCC2)nnn1-c1nonc1N (stereo unspecified)
  9% | -0.6 | -1% | -16% | 0 | -3% | -3% | 5 | 0.6
- COc1ccc(C(=O)Nc2ccccc2NC(=O)c2ccc(OC)cc2)cc1
  13% | . | 0% | -15% | . | 2% | -3% | . | .
- CC(C)(C)NC(=O)NC(=O)COC(=O)Cn1c(C(F)(F)F)nc2ccccc21
  5% | 0.2 | -11% | -4% | -17 | -5% | -2% | 1 | 0.8
- CCc1noc(C)c1C(=O)N1CCN(S(=O)(=O)c2ccc(Cl)s2)CC1
  3%[57.1 µM] | 0.2 | 3% | -20% | 10 | -1%[57.1 µM] | -7% | -6 | 0.4
- Cc1cc(NC(=O)CCCC(=O)N(CC(=O)NC2CCCCC2)c2ccccc2)no1
  -6% | 0.0 | -7% | -14% | 5 | -5% | -1% | -1 | 0.4
- Cn1nc(C(F)(F)F)c(CNC(=O)C(C)(C)CCl)c1N1CCOCC1
  15% | -0.5 | -2% | -23% | -10 | -1% | -2% | 9 | -0.1
- CC(=O)c1sc(N)nc1C
  11%[57.1 µM] | 0.0 | -4% | 1%&-4% | 9 | -6% | -10%&-10% | 1 | 0.3
- Cc1cc(=O)n2[nH]c(NCc3c(F)cccc3Cl)nc2n1
  9% | 0.0 | -1% | -5% | -10 | 5% | 17% | 3 | 0.9
- Cc1cccc(NS(=O)(=O)c2c(C)noc2C)c1
  7% | 2.1 | -7% | -8% | 16 | 2% | 10% | 2 | -0.2
- COc1ccc(O)c(C(=O)c2cc(C#N)c(=O)n(-c3ccc(Cl)cc3)c2)c1
  4% | 11 | ? | -24% | 12 | -1% | 0% | -11 | 4.2
- O=c1c2ccccc2ncn1CCCCOc1ccc(Br)cc1
  21% | 0.2 | -2% | ? | 0 | -2% | -3% | -6 | 1.6
- CC(C)n1nc(C(=O)OCC(=O)NCCc2ccc(S(N)(=O)=O)cc2)c2ccccc2c1=O
  10% | . | -8% | -20% | . | 0% | 1% | . | .
- CCCOc1ccc(/C(O)=C2\C(=O)C(=O)N(CCCN(C)C)C23C(=O)N(C)c2ccccc23)cc1 (stereo unspecified)
  . | 0.0 | . | . | 16 | . | . | -8 | 14
- CC(C)=CCN1CCN(Cc2ccc3nsnc3c2)CC1CCO (stereo unspecified)
  4%[57.1 µM] | -2.3 | -1% | -16% | -14 | -3% | 6% | 6 | 0.5
- COCCN(CCOC)S(=O)(=O)c1ccc(C(=O)Nc2nc(-c3ccncc3)cs2)cc1
  52%[57.1 µM] | 0.4 | -3% | 1% | 11 | 61%[activator] | 11% | -1 | 1.0
- CCCOC(=O)Nc1ccc(C(N)=O)cc1
  2%[57.1 µM] | 0.1 | -2% | 4% | -6 | 13%[57.1 µM] | -6% | -2 | 0.4
- O=C1C(NS(=O)(=O)c2ccc(Cl)cc2)=C(N2CCCCC2)C(=O)c2ccccc21
  ? | 0.1 | 2% | ? | . | -9% | 6% | -3 | .
- Cn1c(=O)n(Cc2ccc(Cl)cc2)c2ccccc21
  20% | 0.1 | -2% | -16% | 15 | 9% | 7% | -7 | 0.4
- COc1cc2c(cc1OC)CN(CC(=O)Nc1ccc(Cl)c(S(=O)(=O)N(C)C)c1)CC2
  . | -0.1 | . | . | 2 | . | . | -4 | 2.0
- CCN(CC)C(=O)CSc1nc2ncc(Br)cc2[nH]1
  5%[57.1 µM] | -0.8 | -5% | -19% | 2 | 10%[57.1 µM] | 1% | -5 | 1.6
- COCCNC(=O)C(c1cccs1)N(CCc1ccccc1)C(=O)Cn1nnc2ccccc21 (stereo unspecified)
  18% | -0.2 | -2% | -7% | -10 | 7% | 7% | -8 | 1.3
- NC(=O)CN1C(=O)C(O)(CC(=O)/C=C\C=C\c2ccccc2)c2ccccc21 (stereo unspecified)
  -21% | 0.0 | 1% | 1% | -13 | -15% | 3% | -5 | -0.6
- OCC[C@@H]1C[C@H](O)[C@@H](O)[C@@]2(Cc3ccccc3CO2)O1
  5% | 1.4 | -3% | 18% | 5 | -6% | -6% | 25 | -1.3
- CSc1ccccc1NC(=O)COC(=O)CCC(=O)c1ccc(F)cc1
  0%[57.1 µM] | . | 6% | -4% | . | 5%[57.1 µM] | 0% | . | .
- O=C(N/N=C/c1ccccn1)c1cc(-c2ccc(Br)cc2)nc2ccccc12
  16%[57.1 µM] | 0.5 | 6% | 9% | 13 | 6%[57.1 µM] | 6% | -7 | 2.2
- O=c1ccc(-c2ccc(S(=O)(=O)N3CCN(c4ccccc4)CC3)o2)n[nH]1
  27% | 0.3 | 32%[activator] | -11% | -7 | 2% | -2% | 9 | 0.5
- COC(=O)c1ccccc1NC(=O)c1ccc2c(c1)CCN2S(C)(=O)=O
  -5% | 0.7 | -2% | -5% | . | -7% | 8% | 2 | 1.8
- NC(=O)c1ccsc1N
  . | -0.6 | . | . | 4 | . | . | 3 | -2.2
- CC(C)(C)NS(=O)(=O)c1ccc(NS(=O)(=O)c2ccc(F)cc2)cc1
  -4% | 0.4 | -3% | -6% | 6 | -11% | 6% | -1 | 1.0
- Cc1ccc2nc(CSc3nnc(NC(=O)COc4ccccc4)s3)cc(=O)n2c1
  11%[57.1 µM] | -0.2 | 1% | -10% | . | 3%[57.1 µM] | 5% | -1 | -0.2
- CC(=O)Nc1ccc(S(=O)(=O)N(C)CC(=O)N/N=C/c2cccs2)cc1
  14%[57.1 µM] | -0.3 | -5% | -8% | . | -16% | 4% | 5 | .
- Cc1cccc(N2CCN(C(=O)c3cccc(S(=O)(=O)N4CCc5ccccc5C4)c3)CC2C)c1 (stereo unspecified)
  7% | 0.6 | 6% | -6% | -5 | -5% | 5% | 4 | 0.3
- Cc1cccc(C)c1NC(=O)CSc1ccc([N+](=O)[O-])cn1
  -15% | -0.7 | 10% | -9% | 4 | -11% | 0% | -2 | -0.6
- CC(=O)c1cnc(-c2ccccc2Cl)s1
  12% | 0.2 | 1% | -15% | -8 | 0% | 10% | -8 | 0.5
- Cc1cc(=O)[nH]c(SCC(=O)Nc2ccc(Br)cc2)n1
  16% | 0.4 | ? | -24% | 5 | 5% | 1% | 6 | -0.3
- COC(=O)c1cc2occc2n1Cc1nc(-c2ccccc2Cl)oc1C
  5% | 0.2 | 2% | -15% | 7 | 4% | 2% | -3 | 0.7
- CCOCCCNC(=S)N1CCC(C(=O)c2ccc(C)cc2)CC1
  14%[57.1 µM] | -1.2 | 2% | -7% | -18 | 11%[57.1 µM] | 3% | -3 | -0.6
- O=C(Nc1nonc1-c1ccc(Cl)cc1)c1ccccc1
  17%[57.1 µM] | -0.8 | 4% | -6% | 14 | -4%[57.1 µM] | 7% | 22 | -0.3
- Cc1cccc(OCC(=O)NC(=S)Nc2ccccc2N2CCOCC2)c1
  -19% | 0.2 | 4% | -5% | -4 | -14% | 1% | 2 | -0.1

Pulled by compound from above (2):
Every second line gives: TrxR1 inh | TRHR agonist | Pin1 inhibitor | USP1 inh | D2 antag | TrxR1 substrate | IDH1 R132H inh | TRHR PAM | D2 ag
- O=c1ccc(-c2ccc(S(=O)(=O)N3CCN(c4ccccc4)CC3)o2)n[nH]1
  27% | 0.3 | 32%[activator] | -11% | -7 | 2% | -2% | 9 | 0.5
- O=C(Nc1nonc1-c1ccc(Cl)cc1)c1ccccc1
  17%[57.1 µM] | -0.8 | 4% | -6% | 14 | -4%[57.1 µM] | 7% | 22 | -0.3

Later entries:
Every second line gives: TrxR1 inh | TRHR agonist | Pin1 inhibitor | USP1 inh | D2 antag | TrxR1 substrate | IDH1 R132H inh | TRHR PAM | D2 ag
- Cc1nc([N+](=O)[O-])c(C(=O)OCc2ccccc2Br)n1C
  6%[57.1 µM] | -0.7 | 1% | -9% | 3 | -4% | 5% | -7 | -0.7
- Oc1ccc(Nc2nc(-c3ccc4ccccc4c3)cs2)cc1
  . | -3.1 | . | . | 3 | . | . | 11 | 1.0
- CCCNC(=O)CCn1cc(-c2ccc(OC)cc2)nc1CCN
  25% | 0.0 | 1% | 5% | 1 | 4% | -4% | 6 | 0.5
- CCc1nn(CC(=O)Nc2cc(C)cc(C)c2)c(=O)c2cc3sccc3n12
  12% | 0.3 | 10% | 1% | . | 0% | -25% | 1 | 0.7
- CCN(CC)c1ccc(N)cc1
  -3% | 2.9 | 54%[activator] | -32% | -9 | 9% | 1% | -10 | 3.0
- COc1cc2oc(=O)c(CC(=O)NCc3ccc(OC)c(OC)c3)c(C)c2cc1Cl
  13% | -0.1 | -3% | -18% | . | 12% | -17% | 3 | .

Not all compounds are listed; the hit share may differ from the screen's.
